Assay outcomes from PubChem BioAssay.
KKLEB tox: cytotoxicity in KKLEB CF airway cells, primary screen, cytotoxicity control for CF NF-kB inhibitor project, cell-based, uHTS, fluorescence assay plates. KKLEB CF airway cells viability, ATPlite luminescence, overnight; stronger effect = lower value; cells stimulated with P. aeruginosa culture filtrate. activity change (cytotoxicity), % at 5 µM. 360,000 tested, 0.36% active. AID 602141, 2011;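 active = corrected activity change at or below -50% at 5 µM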
LMP1 NFkB inh: EBV LMP1-driven NF-kappaB luciferase reporter inhibitors, primary screen, cell-based, luminescence, single point. inhibition, % at 12.5 µM. 350,000 tested, 0.69% active. LMP1-induced NF-kappaB luciferase reporter cells; in the data active = inhibition above about 41%;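 note: 0% = neutral control wells and 100% = reference inhibitor control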
Peg3 prom inh: Peg3 promoter-driven luciferase inhibitors, primary screen, cell-based, HeLa, luciferase luminescence; AID 588405, 2011; HeLa PEG-Prom luciferase reporter, overnight; inhibition, % at 20 µM; 360,000 tested, 1.7% active;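 active = inhibition of at least 50% at 20 µM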
CF NFkB block: inhibitors of PAF-induced NF-kB signaling, primary screen, cell-based, GFP fluorescence, uHTS | inhibition, % at 5 µM | KKLEB NF-kB-GFP reporter, GFP fluorescence overnight | 360,000 tested, 0.86% active;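 active = at least 50% inhibition at 5 µM, scaled per plate between neutral and stimulator controls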;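 note: PAF is a Pseudomonas aeruginosa culture filtrate used as stimulus; plate controls were PAF-stimulated DMSO wells for no effect and unstimulated DMSO wells for full effect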
iPSC survival up: enhancers of single-cell hiPSC survival, primary screen, ATPlite luminescence; 100% = ROCK inhibitor wells, 0% = DMSO; survival enhancement, % at 20 µM; 360,000 tested, 0.044% active; AID 602274, 2012; in the data active = survival enhancement above about 18%;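 note: cells exposed to compounds for 16 hours before the ATP read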
C8 TRAIL sens: viability loss with TRAIL in NB7+C8 cells, primary screen, TRAIL sensitizer project, cell-based, ATPlite luminescence; inhibition (viability loss, TRAIL sensitization), % at 10 µM; 360,000 tested, 1% active; AID 624354, 2012;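 active = compounds causing at least 50% loss of cell viability in the single-dose screen, relative to plate controls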
NR2E3 ag-1: inhibitors of NR2E3-RetCOR corepressor binding, primary screen, NR2E3 agonist project, biochemical, TR-FRET, GST-NR2E3, biotin-RetCOR; 320,000 tested, 0.12% active; 1536-well; inhibition of corepressor binding, % at 4.78 µM; AID 2300, 2010; Photoreceptor-specific nuclear receptor (Homo sapiens), Q9Y5X4;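 active = percent inhibition above the cutoff of mean plus 3 SD of all tested compounds, set per screening campaign, cut at about 20% in these data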;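 note: 0% = DMSO wells and 100% = biotin wells as full block of FRET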
Target sequence (Q9Y5X4 whole entry, looked up): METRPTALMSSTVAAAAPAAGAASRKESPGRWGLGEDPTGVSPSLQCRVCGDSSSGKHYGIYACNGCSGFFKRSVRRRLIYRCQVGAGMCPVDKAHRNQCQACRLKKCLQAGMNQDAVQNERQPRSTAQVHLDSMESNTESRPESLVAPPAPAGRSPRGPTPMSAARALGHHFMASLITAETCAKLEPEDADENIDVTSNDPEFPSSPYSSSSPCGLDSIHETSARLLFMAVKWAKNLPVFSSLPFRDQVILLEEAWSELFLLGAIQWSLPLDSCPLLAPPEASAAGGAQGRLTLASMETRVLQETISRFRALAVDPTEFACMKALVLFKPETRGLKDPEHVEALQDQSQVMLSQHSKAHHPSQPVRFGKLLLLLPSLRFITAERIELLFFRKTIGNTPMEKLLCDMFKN
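System: GST-tagged NR2E3 plus biotinylated RetCOR corepressor; Buffer or medium: pH 7.5 Tris-based buffer; Probe or stimulus: RetCOR corepressor, biotinylated, 7 nM; Doses: compound at 4.8 µM, single dose; Schedule: 5 h incubation at 4 °C; Technique: time-resolved FRET; Evaluation: percent inhibition of TR-FRET ratio; Replication: one well per compound, singlicate testing.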
Shn3 inh set2: reduction of Shn3 3'UTR firefly luciferase signal, primary screen, Schnurri-3 inhibitor project, cell-based, Clone20 osteoblasts, set 2; Clone20 osteoblast Shn3 3'UTR firefly luciferase, 24 h; inhibition, % at 12.5 µM; 360,000 tested, 0.52% active; AID 588674, 2011;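 active = mean inhibition of at least 75% with every replicate also reaching 75%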;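 note: 0% = median of neutral control wells and 100% = pilot-screen positive control compound; some compounds past the cut are filed as inactive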
HIF-2a inh: HIF-2a reporter inhibitors, primary screen, luminescence, 786-0 RCC cells; 786-0 RCC cells HIF-2a reporter, luciferase luminescence, overnight; inhibition, % at 18.8 µM; 360,000 tested, 0.72% active; AID 624352, 2012;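 active = inhibition of the luminescence signal of 40% or more relative to plate controls, in a single-dose primary screen at 18.75 µM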
MITF TRPM1 inh: inhibitors of MITF-dependent TRPM1 promoter reporter, primary screen, cell-based, SK-MEL-5, single point, luciferase | 330,000 tested, 0.83% active | inhibition, % at 12.5 µM | SK-MEL-5 TRPM1 promoter luciferase, 24 h | AID 488899, 2010;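 active = mean inhibition across replicates of 60% or more, whatever share of single replicates reaches that level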; note: values of inactives mirror those of a sister screen read the other way
NR2E3 ag-2: NR2E3 agonists in two-hybrid cells, primary screen, cell-based, luminescence, CHO-S, Gal4-NCOR/VP16-NR2E3. luciferase. inhibition of corepressor binding, % at 3.98 µM. 360,000 tested, 0.35% active. AID 602229, 2012;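 active = inhibition above the mean of all tested compounds plus 3 SD, cut at about 70% in these data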;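 note: 0% = DMSO with NR2E3 transfected cells and 100% = cells lacking NR2E3 construct; higher means lower luciferase signal from less NR2E3 corepressor binding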
Numbers without * were called inactive; / = not tested or not shown. Not all compounds are listed; count on the stated rates, not on these rows.

SMILES	KKLEB tox	LMP1 NFkB inh	Peg3 prom inh	CF NFkB block	iPSC survival up	C8 TRAIL sens	NR2E3 ag-1	Shn3 inh set2	HIF-2a inh	MITF TRPM1 inh	NR2E3 ag-2
Cn1nc(C(F)(F)F)c(/C=N/OC(=O)c2ccccc2Cl)c1SCc1ccccc1Cl	-19	5	46	25	4.2	18	-1	70	-41	-10	73*
C/C(=C\c1ccccc1)C(=O)NC1CCSC1=O (configuration not stated)	4	-6	-23	-12	-0.4	-2	6	-28	-92	-2	-19
COc1ccc(NC(=O)C2Cc3c(-c4cccc(C(N)=O)c4)ccnc3O2)cc1OC (configuration not stated)	10	/	1	-15	1.0	-2	/	30	2	/	-3
CCCCN(C(=O)c1cccc(S(=O)(=O)N2CCN(C)CC2)c1)c1c(N)n(CC(C)C)c(=O)[nH]c1=O	18	1	2	10	0.4	-19	/	-8	1	-7	7
Cc1cccc(NC(=O)CCCCCN2C(=O)c3ccccc3C2=O)n1	-6	5	7	22	1.8	-4	0	15	13	-1	9
COc1cccc(-c2nnn(CC(=O)Nc3cc(OC)c(NC(=O)c4ccco4)cc3OC)n2)c1	-10	-10	17	20	0.0	-3	0	25	16	13	-37
CC/C(=N\NC(=O)c1nnn(-c2nonc2N)c1-c1cccs1)c1ccccc1	-5	-3	16	6	0.6	5	0	7	0	-3	-14
COc1ccc(C(=O)N/N=C/c2ccccc2C(=O)O)cc1OC	4	2	9	0	-0.3	-19	0	-2	10	0	-10
Cc1ccc(NC2SC(=O)N(Cc3cccc(C(=O)O)c3)C2=O)c(C)c1 (configuration not stated)	0	5	1	-16	0.0	-18	2	0	5	3	-39
COc1cccc(/C(C)=N/NC(=O)Cc2c(C)[nH][nH]c2=O)c1	6	-6	2	-2	0.6	-2	5	-24	4	8	8
CCOc1cc(/C=N/NC(=O)CCCC(=O)NC2CCCCC2)ccc1O	-3	-8	-1	1	-0.5	9	2	-6	20	3	-12
Cc1ccc(S(=O)(=O)N2CCN=C2SCc2ccccc2)cc1	-3	1	16	10	0.0	-5	3	9	2	-2	-8
O=C(Nc1c2c(nn1-c1ccc([N+](=O)[O-])cc1)CS(=O)(=O)C2)c1ccccc1F	1	-3	12	13	-0.4	0	-2	2	8	8	16
CCCC(O)(CCN1CCOCC1)c1ccc(Cl)cc1 (configuration not stated)	4	1	6	0	-0.9	32	0	1	8	13	-7
Cc1[nH]c2ccc(C(=O)NCCN3CCCCCC3)cc2c1C	-6	6	-8	-9	-0.1	-35	-1	-3	-6	2	-6

Just NR2E3 ag-2, for some of the entries so far:
mol	NR2E3 ag-2
COc1cccc(-c2nnn(CC(=O)Nc3cc(OC)c(NC(=O)c4ccco4)cc3OC)n2)c1	-37
CC/C(=N\NC(=O)c1nnn(-c2nonc2N)c1-c1cccs1)c1ccccc1	-14

Further structures.
SMILES	KKLEB tox	LMP1 NFkB inh	Peg3 prom inh	CF NFkB block	iPSC survival up	C8 TRAIL sens	NR2E3 ag-1	Shn3 inh set2	HIF-2a inh	MITF TRPM1 inh	NR2E3 ag-2
CN(C)S(=O)(=O)N1CCN(S(=O)(=O)c2ccccc2)CC1	9	-6	11	-2	-1.6	-4	-2	-13	12	3	-14
Nc1ccn([C@@H]2O[C@H](COS(=O)(=O)O)[C@@H](O)[C@H]2O)c(=O)n1	0	-3	-1	-6	0.0	-10	/	-3	4	1	-26
CCOc1ccc(OCCCC(=O)ON=C(N)c2ccccc2Cl)cc1	3	3	4	8	-0.2	2	-2	-16	-2	6	12
COc1ccc(C2c3c(-c4ccccc4)n[nH]c3C(=O)N2c2ccc(C(=O)O)cc2)cc1 (configuration not stated)	4	1	6	3	0.2	-1	3	-1	12	-5	9
COc1cc(CNS(=O)(=O)c2ccc3c(c2)CC(C)N3C(=O)C2CCC2)cc(OC)c1OC (configuration not stated)	-14	-2	5	-5	-0.7	5	-2	59	24	20	43
COc1ccc2c(c1)[C@H]1[C@H](CO2)[C@H](c2ccccc2)[C@]2(C)C(=O)Nc3ccc(Br)cc3C(=O)N12	4	-19	0	-1	-2.0	13	/	5	14	29	14
C=CCOC(=O)C1=C[C@H](c2csc3ccccc23)C[C@H](OCCCCO)O1	-2	-8	-7	20	2.2	-11	2	4	0	5	8
COc1ccccc1NC(=O)CCNC(=O)C1CCN(S(=O)(=O)c2ccccc2)CC1	11	4	1	-8	-2.5	2	/	-28	1	/	-2
Cc1cc(NC(=O)c2ccccc2)n(-c2ccccc2)n1	6	5	13	-10	-0.7	-9	1	21	8	19	-38
Nc1nc(NC(=O)c2cccs2)nn1-c1ccccc1	1	-7	-114	3	-1.3	0	-1	-78	-137	-28	-66
Cc1cc(N2C(=O)CCC2=O)n(-c2ccccc2)n1	-10	3	14	13	-0.1	-21	-1	5	23	0	-8
COC(=O)c1ccc(NC(=O)C2C3C=CC(O3)C2C(=O)O)cc1 (configuration not stated)	-5	-7	4	4	4.7	8	-2	-28	-4	-13	-22
Nc1nnc(SCC(=O)NCCNC(=O)CSc2nnc(N)s2)s1	-3	6	-5	3	-0.3	6	7	-8	7	-2	-24
CC[C@@]12C(=O)N(c3cccc(Br)c3)C(=O)N1[C@H](c1ccc(Cl)cc1)[C@@H]1C(=O)N(C3CCCCC3)C(=O)[C@@H]12	1	1	9	4	3.7	19	2	-5	-12	-2	-26
Cc1ccc(S(=O)(=O)N2C(=O)CCC2C(=O)N2CCCCC2)cc1 (configuration not stated)	5	2	8	-6	-0.6	-1	7	1	23	8	-30
CCCC(=O)Nc1ccc(C#Cc2ccccc2)cc1	-6	-10	-300	3	-1.2	22	-2	-47	-223	-93	-49
Cc1cc(N)n(-c2ccccn2)n1	8	-17	-48	0	0.3	-10	2	-12	-14	0	-42
Cc1cccc(C(=O)NCc2nnc(SCC(=O)NC3CCCC3)n2C)c1	1	-6	-12	4	-0.5	-4	2	2	9	2	10
O=C(O)CCNC(=O)/C(=C/C=C/c1ccccc1)NC(=O)c1ccccc1	-2	17	-7	16	0.5	-2	-7	-21	20	-2	18
Cc1cc2c(s1)c1cnn(-c3ccccc3)c(=O)c1n2C	2	-1	12	-6	7.4	-1	/	-13	16	-3	-4
O=C(/C=C/c1ccc(O)cc1)c1c(O)cc(O)cc1O	-18	-7	-285	32	0.6	8	1	6	-170	-8	-38
O=S(=O)(NC1CCN(Cc2ccccc2)CC1)c1ccc(F)c(F)c1	14	2	-4	-16	-1.7	-3	/	-10	10	/	0
CCNC(=S)Nc1sc2c(c1C#N)CCC(C)C2 (configuration not stated)	-7	59*	-12	8	0.0	14	0	-8	-38	-10	19
COc1ccc(NS(=O)(=O)c2ccc(N3CCOCC3)c(NC(=O)c3ccccc3Cl)c2)cc1	-3	1	-2	-2	-3.2	-7	3	-4	21	-4	21
C/C(=N\Nc1cccc2cccnc12)c1ccccc1O	-27	-84	-233	-3	-3.6	40	0	-43	-245	-3	-136
CCOC(=O)Cc1cc(=O)[nH]c(/N=C(\N)Nc2ccc(C)c(C)c2)n1	-2	8	16	3	0.2	-7	1	-11	22	7	7
CCCSc1nc2cc(C)c(C)cc2n1CC(C)O (configuration not stated)	-7	1	-72	6	-2.3	2	5	-2	-87	4	-16
CCn1c(SCC(=O)Nc2cccc(C)c2)nc2nc3c(cc2c1=O)COC(C)(C)C3	-11	6	32	16	-0.5	3	3	8	19	1	-15
CCOC(=O)c1c(C)oc2c1c(C=NC1CCS(=O)(=O)C1)c(O)c1ccccc12 (configuration not stated)	-1	8	8	20	-1.9	-7	0	-9	17	11	-42
O=C(C1CCN(c2ccc(N3CCOCC3)nn2)CC1)N1CCN(c2ccc(F)cc2)CC1	4	2	13	-3	0.8	5	5	-6	-12	13	5
CCCCn1c(N)c(N(CCOC)C(=O)COC(=O)COc2cccc(C(C)=O)c2)c(=O)[nH]c1=O	5	2	-6	-2	-0.4	-4	-4	-23	12	-2	9
Cc1ccc(C(=O)Nc2ccc(N3CCOCC3)c3nonc23)cc1[N+](=O)[O-]	-4	1	-25	2	-0.5	-14	0	1	-18	-16	-1
OC(c1ccccc1)(c1nc(-c2cc(F)cc(F)c2)cs1)C(F)(F)F (configuration not stated)	0	/	37	16	8.7	6	/	26	7	/	-17
COCCNC(=O)CN(C(=O)Cn1nnc2ccccc21)c1ccc(C)c(F)c1	6	6	14	-4	3.6	3	2	2	9	4	22
O=C(Nc1cccc(-c2nn[nH]n2)c1)c1ccc(Cl)s1	-8	-7	6	-10	-0.5	15	5	35	8	-2	-12
CCC1(C(=O)OC)NC(c2cccc(F)c2)C2C(=O)N(C)C(=O)C21 (configuration not stated)	2	17	5	-6	-2.2	-3	-1	2	12	5	8
CCCn1nnc(NC(=O)c2sc3ccccc3c2Cl)n1	7	-16	-269	-22	-0.2	-3	7	-21	-293	-35	-56
CC(C)c1ccccc1OCCCCCNCCO	2	-1	-108	4	0.3	3	4	6	8	-1	-42
O=C(NCc1ccco1)c1ccc2c(=O)n(-c3ccccc3)c(=S)[nH]c2c1	-28	8	7	12	-0.5	-1	4	9	-10	6	-24
Cc1cc(C(=O)NCc2cc(F)cc3c2OCOC3)nn1C	2	3	-1	4	-0.1	-16	4	1	-4	6	-19
CCc1ccccc1OCc1nnc(N)s1	-2	6	-7	2	-3.0	5	2	6	4	-2	-16
COc1ccccc1-n1c(SCC(=O)N(C)C2CCS(=O)(=O)C2)nc2ccccc2c1=O (configuration not stated)	12	-24	-9	-13	-1.3	1	0	-3	9	1	-4
Cc1ccc(CC(=O)NCC(C)C)cc1	6	-3	-13	-15	-0.2	-7	1	-50	2	12	-5
O=C(NCCCn1ccnc1)/C(=C/c1cccnc1)NC(=O)c1ccco1	8	8	-9	0	0.9	-6	-1	-10	-2	0	9
COc1ccc(CNC(=O)c2cn(Cc3ccc(S(=O)(=O)N(C)C)cc3)c(=O)s2)cc1	6	/	8	-10	-0.6	26	/	16	4	/	3
COc1ccccc1/C=C\C(=O)NCC(=O)N/N=C(/C)c1cccc([N+](=O)[O-])c1	3	-2	-2	1	-0.4	0	-2	10	2	6	-40
